KB-V1 MDR tox – qHTS assay for MDR1-selective chemotherapeutics: Primary screen using the drug-selected MDR subline cells KB-V1. 400,000 compounds, 3.4% hits. Potency, µM (highest dose often 46.1 µM), without a hit: top-dose activity change, negative = cytotoxicity, most hits filed as cytotoxic. KB-V1 MDR cells viability, CellTiter-Glo, 72 h. AID 1347076, 2019; also: % is scaled to controls: 0 for no effect and ±100 for the full control effect; nearly all actives have a fitted effect of over 60% in size
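qHTS viability screen in drug-selected KB-V1 MDR cells: 72 h compound treatment at 37 degrees C, ATP luminescence end point.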
GLP1R cytotox – qHTS of GLP-1 Receptor Inverse Agonists: Cytotox Screen. HEK293 cAMP-luciferase reporter cells, luminescence, 24 h. Potency, µM (series often up to 38.3 µM), for inactives: at the top dose activity change, negative = inhibition, hits mostly inhibitors. 410,000 compounds, 0.13% hits;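 also: loss of luciferase light is scored as toxicity; % is scaled to controls: 0 for no effect and ±100 for the full control effect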
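Cells in DMEM/10% Nu serum/1% pen-strep, 1536-well format. Pre-incubated 12 h, dosed with 23 nL compound, incubated a further 24 h. Luciferase detection, 12 min at room temp, luminescence.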
TDP-43 yeast inh – qHTS of TDP-43 Inhibitors; TDP-43 expressing yeast growth rescue, BacTiter-Glo, 24 h; Potency, µM (titrated, usually from 46.1 µM), inactives show at the highest dose growth rescue (activation), actives largely listed as activators; 410,000 compounds, 1.8% hits; also: % of control where 0% means no effect; nearly all actives have a fitted effect of over 50% in size
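Yeast cells expressing TDP-43 under galactose induction are exposed to compounds for 24 hr at 30 deg C. BacTiter-Glo luminescence measures growth, so protective compounds score as activators.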
SW480 rerep – A quantitative high throughput screen for small molecules that induce DNA re-replication in SW480 colon adenocarcinoma cells | 340,000 compounds, 1.8% hits | AID 624297, 2012 | SW480 DNA re-replication, Hoechst DNA content imaging, 48 h | Potency, µM (highest dose often 46.1 µM), inactives show top-dose re-replication activation, hits mostly activators; also: % of control where 0% means no effect; nearly all actives have a fitted effect of over 55% in size
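Per well, 250 cells were exposed to pinned compound for 48 hr. Nuclear DNA was visualised with Hoechst (40 min, 37 C) and total object intensity recorded by fluorescence scanning.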
HT1080-NT tox – qHTS for induction of synthetic lethality in tumor cells producing 2HG: qHTS for the HT-1080-NT fibrosarcoma cell line. AID 686970, 2013. HT-1080-NT fibrosarcoma viability, CellTiter-Glo ATP luminescence, 48 h. 360,000 compounds, 1.6% hits. Potency, µM (series often up to 46.1 µM), without a hit: at the top dose activity, negative = less viability, actives largely listed as cytotoxic;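 also: NT is the 2HG producing partner of a matched IDH1 knockdown line; 0% = DMSO-treated cells and -100% = media-only wells without cells; nearly all actives have a fitted effect of over 55% in size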
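Fibrosarcoma NT cells, 750 per well in 5% FBS RPMI, were exposed to compound for 48 hours. Viability: CellTiter-Glo luminescence.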
HT1080 IDH1KD tx – qHTS for induction of synthetic lethality in tumor cells producing 2HG: qHTS for the HT-1080-IDH1KD cell line | HT-1080 IDH1 knockdown viability, ATP luminescence, 48 h | Potency, µM (top dose mostly 46.1 µM), inactives show at the top dose activity, negative = toxicity, most hits filed as cytotoxic | 360,000 compounds, 2% hits;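 also: 0% = DMSO wells and -100% = cell-free medium wells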
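Luminescent ATP read-out (CellTiter-Glo, 10 min at room temperature) after 48 h compound exposure at 37 °C gave viability of IDH1-knockdown HT-1080 cells. Activity was normalised to DMSO and cell-free wells, then fitted as concentration-response curves.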
KB-3-1 tox – qHTS assay for MDR1-selective chemotherapeutics: Primary screen using the parental adenocarcinoma cell KB-3-1. KB-3-1 viability, CellTiter-Glo ATP luminescence, 72 h. Potency, µM (series often up to 46.1 µM), without a hit: at the highest dose activity change, negative = cytotoxic, hits mostly cytotoxic. 400,000 compounds, 1.4% hits. AID 1347075, 2019; also: % is scaled to controls: 0 for no effect and ±100 for the full control effect; nearly all actives have a fitted effect of over 60% in size
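Using CellTiter-Glo luminescence, growth of non-resistant KB-3-1 adenocarcinoma cells is assessed 72 h after pin-tool compound addition at 37 °C. Normalized responses across the concentration series yield fitted curves.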
GLP1R ag – qHTS of GLP-1 Receptor Agonists | HEK293 GLP-1R CRE-luciferase, luminescence, 4-6 h; cells express a hypersensitive GLP-1R form | Potency, µM (top dose mostly 45.6 µM), without a hit: at the top dose activation, actives largely listed as activators | 380,000 compounds, 0.007% hits | AID 624172, 2012; also: % of control where 0% means no effect
Target sequence (P43220 whole entry, looked up): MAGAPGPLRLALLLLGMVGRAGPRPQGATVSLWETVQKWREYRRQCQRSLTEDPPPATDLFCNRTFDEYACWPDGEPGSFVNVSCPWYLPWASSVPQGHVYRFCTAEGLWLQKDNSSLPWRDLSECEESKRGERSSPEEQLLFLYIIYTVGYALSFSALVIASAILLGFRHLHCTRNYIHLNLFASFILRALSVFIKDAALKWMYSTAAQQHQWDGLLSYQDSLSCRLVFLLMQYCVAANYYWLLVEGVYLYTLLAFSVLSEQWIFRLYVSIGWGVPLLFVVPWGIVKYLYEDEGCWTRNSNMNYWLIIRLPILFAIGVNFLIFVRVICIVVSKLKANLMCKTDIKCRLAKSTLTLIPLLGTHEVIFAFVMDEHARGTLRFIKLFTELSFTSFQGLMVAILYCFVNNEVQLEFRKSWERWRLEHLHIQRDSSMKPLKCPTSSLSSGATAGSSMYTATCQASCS
GLP-1R inv ag – qHTS of GLP-1 Receptor Inverse Agonists (Inhibition Mode); 410,000 compounds, 1.6% hits; Glucagon-like peptide 1 receptor (Homo sapiens), P43220; AID 624417, 2012; Potency, µM (highest dose often 38.3 µM), without a hit: top-dose activity change, negative = inhibition, hits mostly inhibitors; HEK293 GLP-1R CRE-luciferase, luminescence, 24 h; GLP-1R form is constitutively active; also: % is scaled to controls: 0 for no effect and ±100 for the full control effect; nearly all actives have a fitted effect of over 55% in size
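Constitutively active GLP-1R drives a cAMP-responsive luciferase in stably transfected HEK293 cells; test compounds are added after overnight (12 h) attachment and left 24 hr, and signal loss in luminescence marks inhibition.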
Starred values were filed as active, the others as inactive; ? = inconclusive; nt = no result given; [ ] = remark or other dose. Calls follow the shape of the dose curve; as a rule, active = well fitted curve in the direction sought with a large enough effect; inconclusive = small, poorly fitted or top-dose-only effect, or another doubt; inactive = no such curve, though single readings can be large; an effect the other way counts as inactive or inconclusive. Potency is read from the fitted curve at half-maximal effect.

Preview:
#1 Cc1ccc(CNC(=O)CCc2nnc3ccc(N4CCC5(CC4)OCCO5)nn23)cc1
#2 CC(C(=O)OCC(=O)Nc1ccc(S(=O)(=O)N2CCCCC2)cc1)N1C(=O)c2ccccc2C1=O (stereo not drawn)
assay / entry	1	2
KB-V1 MDR tox	?	-7%
GLP1R cytotox	3%	-3%
TDP-43 yeast inh	12%	-11%
SW480 rerep	-7%	10%
HT1080-NT tox	-1%	0%
HT1080 IDH1KD tx	0%	-7%
KB-3-1 tox	-1%	-2%
GLP1R ag	10%	-1%
GLP-1R inv ag	3%	-7%

The listing, from the first entry:
#1 Cc1ccc(CNC(=O)CCc2nnc3ccc(N4CCC5(CC4)OCCO5)nn23)cc1
#2 CC(C(=O)OCC(=O)Nc1ccc(S(=O)(=O)N2CCCCC2)cc1)N1C(=O)c2ccccc2C1=O (stereo not drawn)
#3 Cc1ccc(C2=NN(CC(=O)NC(C)c3ccccc3)C(=O)CC2)cc1 (stereo not drawn)
#4 CCOC(=O)CNC(=O)CSc1nnc(-c2c[nH]c3ccccc23)n1CC
#5 CC(C)NC(=S)N(CCc1ccncc1)C(C)C
#6 COc1ccc(C(=O)CSc2nnc(CN3CCCC3)n2-c2ccc(F)cc2)c(OC)c1
assay / entry	1	2	3	4	5	6
KB-V1 MDR tox	?	-7%	2%	-7%	-3%	0%
GLP1R cytotox	3%	-3%	1%	-7%	6%	5%
TDP-43 yeast inh	12%	-11%	46%	16%	-25%	6%
SW480 rerep	-7%	10%	nt	-13%	-8%	-10%
HT1080-NT tox	-1%	0%	nt	0%	?	-1%
HT1080 IDH1KD tx	0%	-7%	nt	7%	12%	3%
KB-3-1 tox	-1%	-2%	3%	0%	-1%	12%
GLP1R ag	10%	-1%	nt	-2%	2%	9%
GLP-1R inv ag	3%	-7%	1%	-4%	-5%	?

Copied from above, compounds 4–6
#4 CCOC(=O)CNC(=O)CSc1nnc(-c2c[nH]c3ccccc23)n1CC
#5 CC(C)NC(=S)N(CCc1ccncc1)C(C)C
#6 COc1ccc(C(=O)CSc2nnc(CN3CCCC3)n2-c2ccc(F)cc2)c(OC)c1
assay / entry	4	5	6
KB-V1 MDR tox	-7%	-3%	0%
GLP1R cytotox	-7%	6%	5%
TDP-43 yeast inh	16%	-25%	6%
SW480 rerep	-13%	-8%	-10%
HT1080-NT tox	0%	?	-1%
HT1080 IDH1KD tx	7%	12%	3%
KB-3-1 tox	0%	-1%	12%
GLP1R ag	-2%	2%	9%
GLP-1R inv ag	-4%	-5%	?

(more compounds)
#7 COc1ccc(C(=O)NC2CCN(CC(=O)NCc3cccc(OC)c3)CC2)cc1
#8 Cc1cc(C)c2[nH]c(=O)c(CN(Cc3ccco3)C(=S)NCC3CCCO3)cc2c1 (stereo not drawn)
#9 O=C(c1ccc2nc(N3CCOCC3)sc2c1)N1CCN(c2ccc(Cl)cc2)CC1
#10 O=C(Nc1ccc2nc(-c3ccccn3)[nH]c2c1)C1CCCCC1
#11 COC(=O)C1=C(C(=O)OC)[C@@H]2N(Cc3ccccc3)c3ccccc3[C@@]23C[C@@H](C(=O)OC)N(C(=O)c2cc(C)oc2C)C3=N1
#12 CCOC(=O)C1=CN2CCC[C@H]2CC1=O
assay / entry	7	8	9	10	11	12
KB-V1 MDR tox	2%	1%	?	0%	-1%	20%
GLP1R cytotox	0%	17%	-3%	-23%	-3%	4%
TDP-43 yeast inh	-7%	16%	-7%	?	3%	-9%
SW480 rerep	-17%	1%	-3%	-4%	3%	?
HT1080-NT tox	1%	-17%	7%	-15%	-13%	2%
HT1080 IDH1KD tx	17%	-5%	15%	-21%	-6%	2%
KB-3-1 tox	?	-1%	5%	0%	?	0%
GLP1R ag	11%	2%	1%	3%	-3%	-1%
GLP-1R inv ag	13%	18%	-6%	9%	11µM*	-11%

#13 CCOc1ccc2c(c1)OC1(CCC(C)C1)CC2=O (stereo not drawn)
#14 COc1ccc(CCNC(=O)C2CCCN2C(=O)Nc2cccc(OC)c2)cc1 (stereo not drawn)
#15 CCCn1c(=O)c2sccc2n2c(CCCC(=O)NCc3ccco3)nnc12
#16 Cc1nnnn1/C(=C\c1ccccc1)C(=O)OCC(=O)NC(C)(C)C
#17 CC(=O)C1=C(O)C(=O)N(Cc2ccccc2)C1c1ccc(Br)cc1 (stereo not drawn)
#18 C=CCc1cc(C)ccc1OCCOCCN1CCN(C)CC1
assay / entry	13	14	15	16	17	18
KB-V1 MDR tox	-2%	14%	0%	0%	-3%	15%
GLP1R cytotox	0%	-9%	-4%	?	1%	2%
TDP-43 yeast inh	?	11%	1%	-13%	-16%	-5%
SW480 rerep	3%	-10%	-7%	?	2%	2%
HT1080-NT tox	-14%	-1%	-2%	-21%	-2%	-12%
HT1080 IDH1KD tx	-6%	11%	-9%	?	-3%	3%
KB-3-1 tox	-8%	-7%	5%	-10%	2%	-3%
GLP1R ag	-3%	2%	1%	-4%	-1%	9%
GLP-1R inv ag	18%	-1%	8%	1%	12%	?

#19 c1ccc(CCn2nnnc2C(c2cccs2)N2CCN(Cc3ccc4c(c3)OCO4)CC2)cc1 (stereo not drawn)
#20 Cc1ccc(SC2=C[C@@]3(O)CC[C@@H](O)[C@@](Sc4ccc(C)cc4)(C2=O)[C@H]3O)cc1
#21 COc1ccc(CCNC(=O)C(=O)NCC2OCCN2S(=O)(=O)c2cc(F)ccc2F)cc1OC (stereo not drawn)
#22 CC(=O)Nc1ccc(S(=O)(=O)N2CCCCC2c2cccnc2)cc1 (stereo not drawn)
#23 C=CCn1c(NCCO)nc2c1c(=O)n(C)c(=O)n2C
#24 O=C(CC(=O)Nc1ccccc1)Nc1ccccc1
assay / entry	19	20	21	22	23	24
KB-V1 MDR tox	-11%	16µM*	-2%	-12%	-9%	16%
GLP1R cytotox	?	-8%	2%	3%	-5%	?
TDP-43 yeast inh	-18%	22%	17%	12%	-23%	5%
SW480 rerep	?	nt	-6%	-8%	-3%	-1%
HT1080-NT tox	-14%	-27%	-4%	1%	4%	8%
HT1080 IDH1KD tx	-27%	-22%	-10%	2%	-1%	13%
KB-3-1 tox	0%	?	2%	11%	-6%	4%
GLP1R ag	-1%	-1%	14%	-2%	-9%	3%
GLP-1R inv ag	7.1µM*	?	21%	0%	0%	0%

#25 Cc1ccc(-c2csc(NC(=O)CSc3nnc4c(n3)[nH]c3ccccc34)n2)cc1
#26 CC(C)(C)c1ccc(NNC(=O)C2CCC2)cc1
#27 COc1cccc(CNC(=O)CCn2ccc3cc(S(=O)(=O)N4CCC(C)CC4)ccc32)c1
#28 O=C1CCn2c1c(O)c1ccccc1c2=O
#29 Cc1cc(NC(=O)CCC(=O)N(c2cccnc2)C(C(=O)NC2CCCC2)c2ccccc2F)no1 (stereo not drawn)
#30 Cc1ccc(NC(=O)N2CCC(NC(=O)c3ccco3)CC2)cc1
assay / entry	25	26	27	28	29	30
KB-V1 MDR tox	?	22%	?	?	2%	28%
GLP1R cytotox	0%	-10%	4%	nt	-8%	-8%
TDP-43 yeast inh	3%	-9%[1.82 µM]	9%	-16%	9%	2%
SW480 rerep	?	-3%	1%	6%	-1%	-4%
HT1080-NT tox	18µM*	4%	-23%	-6%	8%	8%
HT1080 IDH1KD tx	21µM*	12%	-8%	-2%	15%	12%
KB-3-1 tox	?	-5%	0%	?	12%	19%
GLP1R ag	-2%	7%	3%	7%	-5%	11%
GLP-1R inv ag	4%	?	?	19%	33%[activator]	-3%

#31 CCc1c(-c2ccccc2OC)ncn1Cc1cccc(-c2ccccc2)c1
#32 O=C(Cc1ccc(Br)cc1)N1CCN(c2ccc(F)cc2)CC1
#33 COCCN(CCOC)Cc1cc(=O)oc2cc(C)c(C)cc12
#34 CCOc1cc2[nH]c(=O)n(Cc3ccc(C(=O)N4CCN(c5cccc(Cl)c5)CC4)cc3)c(=O)c2cc1OCC
#35 Fc1ccc(-c2cc(-c3nnc4n3CCCCC4)c3ccccc3n2)cc1
#36 CCCOc1ccc(C(=O)NCCN2CCOCC2)cc1
assay / entry	31	32	33	34	35	36
KB-V1 MDR tox	?	0%	9%	0%	-1%	-1%
GLP1R cytotox	-20%	-16%	0%	4%	3%	-12%
TDP-43 yeast inh	12%	?	21%	0%[9.22 µM]	15%	-12%
SW480 rerep	nt	-6%	nt	nt	-12%	-4%
HT1080-NT tox	15µM*	-11%	-1%	nt	-2%	10%
HT1080 IDH1KD tx	8.2µM*	-2%	-1%	nt	1%	28%
KB-3-1 tox	13µM*	0%	0%	-3%	14%	16%
GLP1R ag	nt	0%	-2%	nt	-3%	-3%
GLP-1R inv ag	?	?	25%	10%	0%	18%

#37 CCN1C(=O)/C(=C/c2cccs2)S/C1=N\S(=O)(=O)c1ccc(C)cc1
#38 CCN1CCN(c2cc(C)c3cc(NC(=S)NCCCOC)ccc3n2)CC1
#39 COc1cccc(CN2CCNC(=O)C2CC(=O)NCc2cn3ccccc3n2)c1OC (stereo not drawn)
#40 CC(=O)Nc1nnc(SCC(=O)NC(C)(C)C)s1
#41 Cc1ccccc1OCC(=O)NNC(=O)c1ccc2c(=O)n3c(nc2c1)CCC3
#42 CCn1c(CNC(=O)c2ccco2)nnc1SCC(=O)Nc1cc(F)ccc1C
assay / entry	37	38	39	40	41	42
KB-V1 MDR tox	0%	?	-1%	14%	-6%	10%
GLP1R cytotox	-6%	-4%	0%	-10%	13%	10%
TDP-43 yeast inh	-21%	-9%	-1%	-4%	16%	-8%
SW480 rerep	4%	-15%	-1%	12%	0%	-16%
HT1080-NT tox	-1%	-14%	-5%	0%	-3%	6%
HT1080 IDH1KD tx	-3%	-6%	1%	0%	16%	-1%
KB-3-1 tox	-2%	1%	-7%	14%	-1%	4%
GLP1R ag	-2%	-3%	0%	-4%	-9%	9%
GLP-1R inv ag	-12%	?	-10%	-9%	12%	-11%

Source: PubChem (National Center for Advancing Translational Sciences (NCATS))
